TRb SRC2 PPI: inhibitors of human thyroid hormone receptor beta-SRC2 interaction. P10828. TRbeta-SRC2 peptide binding, fluorescence polarization; receptor liganded with 1 µM T3. Potency, µM (top dose mostly 106 µM), for the others: top-dose activity change, negative = inhibition, usual class: inhibitors. 280,000 tested, 0.065% active. AID 1469;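 note: plate controls were bound peptide for no effect and peptide without receptor for full effect; nearly all actives have a fitted effect of over 50% in size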
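Assay buffer: 20 mM Tris-HCl, 100 mM NaCl, 10% glycerol, 1 mM EDTA, 0.01% NP-40, 1 mM DTT, 1 uM T3, 5% DMSO; TRb LBD 0.6 uM, Texas Red SRC2 20 nM; FP after 5 hr.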
RGS12 GoLoco inh: blocks human Gai1 binding to RGS12 GoLoco peptide, red readout | 230,000 tested, 0.44% active | Gai1:RGS12 GoLoco peptide FP, rhodamine, 10 min | Potency, µM (titrated, usually from 61.6 µM), without a hit: at the top dose activity, negative = inhibition, usual class: inhibitors; active = well fitted inhibition curve with a large enough effect, not every such curve was filed as active; inactive = no such curve, though single readings can be large or run the other way; note: % is set by controls: 0 for no effect and ±100 for the full control effect; nearly all actives have a fitted effect of over 30% in size; many of its hits are not listed in these tables
Target sequence (P63096 whole entry, looked up): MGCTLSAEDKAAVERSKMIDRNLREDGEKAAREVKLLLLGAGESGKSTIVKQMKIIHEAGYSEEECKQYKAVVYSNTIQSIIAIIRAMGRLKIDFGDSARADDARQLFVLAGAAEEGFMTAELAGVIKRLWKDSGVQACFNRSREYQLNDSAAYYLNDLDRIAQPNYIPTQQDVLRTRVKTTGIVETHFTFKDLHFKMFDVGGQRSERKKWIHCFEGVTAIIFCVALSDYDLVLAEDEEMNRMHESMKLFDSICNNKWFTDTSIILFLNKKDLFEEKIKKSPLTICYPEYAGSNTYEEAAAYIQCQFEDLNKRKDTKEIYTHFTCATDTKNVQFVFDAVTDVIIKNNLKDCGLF
Lamin A splicing: LMNA splicing modulation; 200,000 tested, 0.01% active; HeLa LMNA splicing GFP/RFP minigene ratio, 48 h; AID 1487; Potency, µM (highest dose often 46.1 µM), inactives show at the highest dose ratio change, negative = inhibition, most hits filed as inhibitors; active = well fitted inhibition curve with a large enough effect in the signal ratio, with a control signal flat, not every such curve was filed as active; inconclusive = small, poorly fitted or top-dose-only effect, or effect the other way, or a change in a side signal; the % refers to the signal ratio; note: % is set by controls: 0 for no effect and ±100 for the full control effect
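S3 HeLa cells stably expressing lamin A-EGFP splicing minigene plus DsRed2, 600 cells/well, 48 h compound exposure at 37C. Laser-scanning cytometry; analysed as GFP (500-530 nm)/RFP (575-640 nm) total intensity ratio; 0.5% DMSO vehicle.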
RECQ1 helicase: blocks DNA unwinding by human RECQ1. P46063. RECQ1 DNA unwinding, red fluorescence kinetic read. Potency, µM (doses to about 57.3 µM), inactives show top-dose activity, negative = inhibition, most hits filed as inhibitors. 240,000 tested, 0.54% active. AID 2549;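 note: plate controls were vehicle for no effect and no enzyme for full effect; nearly all actives have a fitted effect of over 30% in size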
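50 nM RECQ1T1 preincubated 15 min with compound in Tris pH 8.0 buffer with MgCl2, DTT, Tween-20 and 2.5 ug/ml poly(dI-dC); started with 200 nM TAMRA/BHQ-2 forked duplex and 2 mM ATP. Unwinding read as fluorescence (525/598 nm), two reads 2 h apart.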
TexasRed fluor: counter-screen for TRb-SRC2 inhibitors: fluorescence interference | TRb/SRC2 Texas Red total fluorescence interference | Potency, µM (top dose mostly 106 µM), for the others: at the highest dose fluorescence change, negative = quenching | 280,000 tested, 0.29% active; active = well fitted curve in either direction with a large enough effect; inconclusive = small, poorly fitted or top-dose-only effect; note: % is set by controls: 0 for no effect and ±100 for the full control effect
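Human TRβ ligand-binding domain (0.6 uM) and Texas Red SRC2 peptide (20 nM) in Tris buffer with 1 uM T3 and 5% DMSO were incubated with pinned compound for 5 hr at ambient temperature. Total fluorescence was computed as S + 2P (555/632 nm).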
JMJD2E inh: inhibitors of human JMJD2E histone demethylase; 230,000 tested, 1.6% active; AID 2147; JMJD2E catalytic domain, FDH-coupled NADH fluorescence (FDH is formaldehyde dehydrogenase); Potency, µM (highest dose often 57.1 µM), without a hit: at the top dose activity change, negative = inhibition, hits mostly inhibitors; B2RXH2; active = well fitted inhibition curve with a large enough effect, not every such curve was filed as active; inconclusive = small, poorly fitted or top-dose-only effect, or another doubt; inactive = no such curve, though single readings can be large or run the other way;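 note: 0% = wells with enzyme and -100% = buffer wells without enzyme; nearly all actives have a fitted effect of over 50% in size; many of its hits are not listed in these tables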
ALDH1A1 inh: inhibitors of human aldehyde dehydrogenase 1A1. Purified ALDH1A1, NADH fluorescence, propionaldehyde substrate. Potency, µM (titrated, usually from 75.3 µM), without a hit: top-dose activity, negative = inhibition, most hits filed as inhibitors. 220,000 tested, 7.3% active; active = well fitted inhibition curve with a large enough effect, not every such curve was filed as active; inconclusive = small, poorly fitted or top-dose-only effect, or another doubt; inactive = no such curve, though single readings can be large or run the other way;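 note: plate controls were no enzyme wells and a reference inhibitor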
Target sequence (P00352 whole entry, looked up): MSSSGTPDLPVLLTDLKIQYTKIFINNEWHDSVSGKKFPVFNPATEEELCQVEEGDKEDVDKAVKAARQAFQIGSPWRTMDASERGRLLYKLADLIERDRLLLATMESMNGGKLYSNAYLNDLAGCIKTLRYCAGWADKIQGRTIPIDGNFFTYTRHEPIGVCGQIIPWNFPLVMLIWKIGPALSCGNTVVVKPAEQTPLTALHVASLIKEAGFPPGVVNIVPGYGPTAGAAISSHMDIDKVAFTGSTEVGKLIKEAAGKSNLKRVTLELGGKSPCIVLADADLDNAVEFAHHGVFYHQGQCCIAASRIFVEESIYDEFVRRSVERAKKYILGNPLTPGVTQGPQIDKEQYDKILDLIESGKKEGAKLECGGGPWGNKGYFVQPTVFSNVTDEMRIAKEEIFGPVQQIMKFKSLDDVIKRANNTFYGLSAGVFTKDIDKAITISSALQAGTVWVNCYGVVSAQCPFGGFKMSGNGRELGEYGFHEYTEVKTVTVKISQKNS
SMN2 splice up: increases expression of the SMN2 splice variant. HEK293 SMN2-luciferase splicing reporter, luminescence, 30-36 h. Potency, µM (series often up to 46.1 µM), for inactives: top-dose activity change, positive = activation, actives largely listed as activators. 210,000 tested, 2.8% active. AID 1458; note: % of control where 0% means no effect; nearly all actives have a fitted effect of over 55% in size
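HEK293 cells carry an SMN2 minigene-luciferase reporter in which exon 7 inclusion puts luciferase in frame. Cells were seeded at 2000 cells/well, attached for 10-12 hours, then exposed to compounds for 30-36 hours at 37C before ONE-Glo luminescence.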
Active calls of the source: *; i = inactive; ? = inconclusive; nt = no result given; [ ] = remark or other dose. Unless noted, calls come from the whole dose curve; as a rule, active = well fitted curve in the direction sought with a large enough effect; inconclusive = small, poorly fitted or top-dose-only effect, or another doubt; inactive = no such curve, though single readings can be large; an effect the other way counts as inactive or inconclusive. Potency is the fitted concentration of half-maximal effect. The list is partial, so the mix of outcomes need not match the whole.

SMILES	TRb SRC2 PPI	RGS12 GoLoco inh	Lamin A splicing	RECQ1 helicase	TexasRed fluor	JMJD2E inh	ALDH1A1 inh	SMN2 splice up
N#Cc1c(NC(=S)NC(=O)c2ccccc2)sc2c1CCN(CCc1ccccc1)C2	4%	41%[activator]	5%	i	1%	?	18µM*	-5%
N#Cc1nc(-c2ccco2)oc1N1CCN(c2cccc(Cl)c2)CC1	-9%	2%	?	?	1%	?	?	-8%
Cc1ccccc1NC(=S)/C(=C(\[O-])c1ccc(C)c([N+](=O)[O-])c1)[n+]1ccccc1	0%	11%	-8%	7%	0%	-5%	-13%	-11%
Clc1ccc(N2CCN(c3ncnc4c3oc3ccccc34)CC2)cc1	3%	4%	0%	-3%	-1%	4%	?	-39%[inhibitor]
COc1ccccc1NC1=NC2(CCCC2)N=C(N)N1	-3%	-4%	7%	0%	3%	3%	2%	-11%
CCOC(=O)N1CCC(NC(=O)C(NS(=O)(=O)c2ccc3c(c2)CCN3C(=O)CC)C(C)C)CC1 (stereo not given)	2%	3%	nt	i	1%	-1%	-1%	nt
O=C(O)CC1S/C(=N/N=C/C2CC=CCC2)NC1=O (stereo not given)	-2%[53 µM]	13%	21%[46 µM]	i	-2%[53 µM]	0%	10%	nt
CC/C(=C\C(=O)c1cccnc1)Nc1ccc(C)c(C)c1	2%	-20%	13%	-1%	1%	-4%	?	-31%
CC(C)(C)C1=Nn2c(nnc2-c2ccco2)SC1	-13%	0%	-5%	-7%	-2%	-8%	?	nt
O=C1NC(=O)c2cc(NC(=O)C3COc4ccccc4O3)ccc21 (stereo not given)	10%	8%	nt	16%	0%	-16%	?	-2%
CC(Sc1ccccc1)C(=O)Nc1ccccc1C(=O)N1CCOCC1 (stereo not given)	-3%	4%	-11%	6%	-1%	2%	4%	17%
COc1ccc(N=Nc2[nH]c3ccc(C)cc3c2O)cc1	-4%	3.2µM*	-5%	-1%	0%	-16%	-11%	0%[1.84 µM]
COc1ccc(NC(=O)/C(C#N)=C/C=C/c2ccco2)cc1	-8%	9%	?	-4%	1%	0%	-6%	-5%[1.84 µM]
C=CCSc1nnc(NC(=O)COc2ccc3ccccc3c2)s1	0%	3%	3%	-6%	-4%	-11%	5%	-15%
Cc1cnc(C(=O)Nc2ccccc2-c2ccc(C)o2)cn1	-9%	-27%	9%	i	5%	-28%	0%	-19%
CCOC(=O)/C(C#N)=C/c1cc(C)n(-c2ccc(Br)cc2)c1C	8%	8%	23%	-4%	-2%	0%	3%	-17%
CC(=O)NS(=O)(=O)c1ccc(NC(=S)NC(=O)c2ccco2)cc1	-3%	-11%	6%	12%	3%	1%	-4%	?
CCCc1cc(C(=O)NCc2cccs2)no1	7%	1%	4%	-9%	-3%	5%	-6%	41%
CCC(=O)c1ccc(Oc2ccc(C(=O)c3ccc(C)cc3)cc2[N+](=O)[O-])cc1	-1%	9%	?	5%	-2%	0%	?	-66%[inhibitor]
CCOC(=O)C1=C(CC)OC(N)=C(C#N)C1c1ccc(OC)c(OC)c1OC (stereo not given)	0%	5%	nt	-8%	-2%	-7%	9%	nt
CN(C(=O)c1ccc(OC2CCN(CCc3ccccc3)CC2)cc1)C1CCCCC1	8%	14%	-8%[46 µM]	17%	0%	-2%	-3%	-14%
CCC(=O)Nc1cccc(-n2nnnc2SCC(=O)N2CCCCC2)c1	-2%	-7%	nt	i	0%	4%	?	7%
CCOc1cc(/C=N/O)cc(Br)c1OCc1ccc(Cl)cc1	3%	8%	?	i	-2%	-5%	7%	-4%
Cc1cc(Nc2ccccc2)c2c([N+](=O)[O-])ccc(C)c2n1	9%	-21%	?	-2%	9%	-3%	6%	-41%[inhibitor]
O=Cc1cccn1-c1cccc([N+](=O)[O-])c1	-6%	-10%	nt	0%	-3%	3%	?	nt

(more compounds)
SMILES	TRb SRC2 PPI	RGS12 GoLoco inh	Lamin A splicing	RECQ1 helicase	TexasRed fluor	JMJD2E inh	ALDH1A1 inh	SMN2 splice up
CCC(NC(=O)NNC(=O)c1ccncc1)(C(F)(F)F)C(F)(F)F	-6%	3%	nt	-2%	0%	29%	nt	nt
O=C(Nc1ccccc1)Nc1nc(-c2ccccc2)cs1	1%	-2%	nt	-5%	-3%	-2%	nt	nt
O=C(Cc1c(F)cccc1Cl)NC1=NCCS1	-4%	7%	nt	-1%	-1%	9%	1%	12%
C=CCOc1nc2c(c(=O)n(C)c(=O)n2C)n1Cc1c(Cl)cccc1Cl	-3%	-5%	?	i	-3%	5%	-2%	-19%
C=CCn1c(C)cc(C(=O)CSc2nc(N)cc(N)n2)c1C	-5%	1%	-17%[46 µM]	-1%	-1%	3%	1%	-1%
O=C(NCCCCCCNC(=O)c1cncc(O)c1)c1cncc(O)c1	-2%	-4%	nt	i	-2%	?	nt	nt
CCOC(=O)c1c(-c2ccccc2)oc2ccc(OC(C)C(=O)O)cc12 (stereo not given)	4%	1%	nt	7%	-2%	?	nt	nt
CSCc1ccc(C(=O)Nc2cc(C)cc(C)c2)cc1	-7%	9%	?	-2%	-1%	-6%	-5%	13µM*
COc1ccccc1-c1cc(C(=O)NCCCn2ccnc2)no1	-1%	11%	-5%	13%	-5%	-117%	-8%	-3%
COc1ccc(N2CCN(c3ncnc4c3[nH]c3ccccc34)CC2)cc1	-20%	2%	?	-4%	-2%	-2%	0%	-72%[inhibitor]
CCOc1ccccc1NC(=O)C1CCN(C(=O)NCc2ccccc2)CC1	12%	-3%	-2%	4%	0%	0%	4%	-14%
Cc1cc(C)cc(S(=O)(=O)c2cnc3ccccc3n2)c1	-1%	2%	0%[46 µM]	-18%	4%	-14%	-6%	-4%
C=CCn1c(SCc2nc(N)nc(N(C)C)n2)nnc1-c1cccnc1	1%	-2%	-3%	21%	-1%	9%	5%	-18%
Cc1ccc(NCCC(=O)c2ccc(Br)cc2)cc1	-14%	3%	?	-6%	2%	8%	0.79µM*	-15%
O=C(NC(Cc1ccccc1)c1ccc2c(c1)OCCCO2)c1ccccc1F (stereo not given)	-7%	-8%	1%	-12%	-1%	1%	-6%	-17%
CCOC(=O)N/N=C/c1ccc(N2CCOCC2)s1	-1%	16%	-22%	-14%	?	?	?	4%
O=C(Nc1ccc(Oc2ccc(C(F)(F)F)cn2)c(Cl)c1)C1CC1	4%	-2%	?	-28%	0%	-7%	-8%	-46%[inhibitor]
COCc1[nH]nc2c1C(c1ccc(OC)cc1)C(C#N)=C(N)O2 (stereo not given)	-6%	6%	17%	-3%	-3%	-22%	-9%	18%
O=C(NCCCn1ccnc1)c1cc(C(=O)C2CC2)c[nH]1	1%	2%	-6%	-19%	0%	-1%	6%	-3%
CO/N=C(\Cn1ncc(N2CCCC2)c(Cl)c1=O)c1ccc(Cl)cc1	3%	9%	?	i	-2%	-1%	11%	-6%
COc1cc(Cl)cc(/C=N/NC(N)=O)c1O	-5%	22%	-4%[9.22 µM]	4%	-7%	?	?	11%
O=C(Cn1c(=O)sc2ccccc21)Nc1ccccc1	-1%	0%	1%	6%	-1%	-2%	9%	-7%
CCCOc1ccc2ccccc2c1/C=N/n1c(C)nnc1-n1nc(C)cc1C	-8%	10%	?	0%	-3%	-4%	-10%	?
CCOc1cc(C(N)=O)cc(Br)c1OCC	-3%	-1%	29%	-11%	0%	-4%	-2%	-13%
CN1CCOCCOCCN(C)C1=O	2%	-2%	-3%	i	-2%	3%	4%	-23%

Laid out differently: entries from further up.
Compound | TRb SRC2 PPI | RGS12 GoLoco inh | Lamin A splicing | RECQ1 helicase | TexasRed fluor | JMJD2E inh | ALDH1A1 inh | SMN2 splice up
CCCOc1ccc2ccccc2c1/C=N/n1c(C)nnc1-n1nc(C)cc1C | -8% | 10% | ? | 0% | -3% | -4% | -10% | ?
CCOc1cc(C(N)=O)cc(Br)c1OCC | -3% | -1% | 29% | -11% | 0% | -4% | -2% | -13%

New compounds follow
SMILES	TRb SRC2 PPI	RGS12 GoLoco inh	Lamin A splicing	RECQ1 helicase	TexasRed fluor	JMJD2E inh	ALDH1A1 inh	SMN2 splice up
Cc1cc2nnc(SCCCCN3C(=O)c4ccccc4C3=O)n2c2ccccc12	-4%	9%	0%	0%	-1%	1%	-1%	-18%
O=C(Nc1ccc(/C=C/c2nc3ccccc3o2)cc1)c1ccc(F)cc1	-6%	9%	14%	-3%	-1%	?	?	-16%
COc1cccc(N(C(=O)c2cccs2)c2nc3ccccc3s2)c1	9%	-4%	-5%	-5%	1%	nt	50%[activator]	?
CCOC(=O)N1CCC(N(CCN(C)C)C(=S)Nc2ccccc2OC)CC1	-5%	0%	nt	-5%	0%	13%	7%	-39%[inhibitor]
N=c1n(Cc2ccccc2)c2ccccc2n1CC(O)COc1ccc(Cl)cc1Cl (stereo not given)	-2%	5%	?	i	-1%	-8%	0%	-40%[inhibitor]
Nc1nc(N2CCCCC2)nc(N(c2ccccc2)c2ccccc2)n1	-2%	-7%	0%	i	0%	-8%	5%	-7%
Cc1cc(=O)[nH]c(N2CCN(C(c3ccccc3)c3ccccc3)CC2)n1	4%	14%	10%	i	-6%	-10%	-2%	8%
C=CCSc1nnc2c(n1)OC(c1ccccn1)N(C(C)=O)c1ccccc1-2 (stereo not given)	0%	-7%	2%	-6%	0%	10%	10%	-1%
COc1ccc(N2CCN(C(CNC(=O)OCc3ccccc3)c3ccco3)CC2)cc1 (stereo not given)	-8%	-9%	?	-19%	-4%	0%	-10%	-23%
O=C(CSc1nnc(-c2ccc(O)cc2)n1Cc1ccco1)c1cccs1	-3%	40%[activator]	-8%	13%	-1%	-5%	14µM*	nt
Cc1ccc(SCCCn2cncn2)cc1	-1%	6%	-1%	-2%	-1%	-26%	-13%	-4%
CCn1c(SCC(=O)Nc2ccc3c(c2)OCCO3)nnc1-c1ccco1	9%	-3%	-4%	-5%	-4%	0%	?	-8%
COc1ccc(N(CN2C(=O)C3CCCCC3C2=O)C(=O)c2ccco2)cc1 (stereo not given)	3%	3%	nt	-2%	0%	3%	nt	nt
